High-throughput results as filed in PubChem BioAssay.
CHRM5 antagonist – human M5 muscarinic receptor antagonists, primary screen, CHO cells, Fluo-8 calcium fluorescence; inhibition, % at 3 µM; AID 624040, 2012; CHO-hM5 cells, ACh EC80; hit rate 0.59% among 360,000; Muscarinic acetylcholine receptor M5 (Homo sapiens), P08912;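 active means inhibition above a per-plate cutoff, the mean of that plate's test compounds plus 3 SD, cut at about 27% in these data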;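 further: 0% = acetylcholine EC80 with DMSO and 100% = DMSO without agonist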
CHRM4 agonist – human M4 muscarinic receptor agonists, primary screen, CHO-K1 cells, Fluo-8 calcium fluorescence. Muscarinic acetylcholine receptor M4 (Homo sapiens), P08173. CHO-K1 hM4/Gqi5; vehicle 0%, full acetylcholine response 100%. hit rate 0.14% among 360,000. AID 624127, 2012. activation, % at 3 µM;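 active means activation above the run mean over all test wells plus 3 SD, cut at about 32% in these data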;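 further: peak over basal fluorescence ratio per well then scaled between controls; 0% = DMSO wells and 100% = acetylcholine at EC100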
Target sequence (P08173 whole entry, looked up): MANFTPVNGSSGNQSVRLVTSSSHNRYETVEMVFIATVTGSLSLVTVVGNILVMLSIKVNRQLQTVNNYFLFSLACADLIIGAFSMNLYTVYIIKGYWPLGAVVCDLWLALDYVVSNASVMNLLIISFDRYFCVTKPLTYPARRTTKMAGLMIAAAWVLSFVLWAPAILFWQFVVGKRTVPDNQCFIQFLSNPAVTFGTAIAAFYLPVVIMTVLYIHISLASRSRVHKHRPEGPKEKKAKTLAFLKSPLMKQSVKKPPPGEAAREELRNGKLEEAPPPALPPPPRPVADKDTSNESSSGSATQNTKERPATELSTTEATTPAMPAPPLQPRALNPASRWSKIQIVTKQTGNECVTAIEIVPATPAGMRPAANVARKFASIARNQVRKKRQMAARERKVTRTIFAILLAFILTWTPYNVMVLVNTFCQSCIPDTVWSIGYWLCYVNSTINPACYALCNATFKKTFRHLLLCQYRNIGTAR
CHRM1 PAM – human M1 muscarinic receptor positive allosteric modulators, primary screen, CHO-K1 cells, Fluo-8 calcium fluorescence, 1536-well; activation, % at 3 µM; CHO-K1 hM1, ACh EC20; 0% = ACh EC20, 100% = maximal ACh; hit rate 0.088% among 360,000; AID 588819, 2011; in the data active means activation above about 19%, passing the limit was not always enough
Target sequence (P11229 whole entry, looked up): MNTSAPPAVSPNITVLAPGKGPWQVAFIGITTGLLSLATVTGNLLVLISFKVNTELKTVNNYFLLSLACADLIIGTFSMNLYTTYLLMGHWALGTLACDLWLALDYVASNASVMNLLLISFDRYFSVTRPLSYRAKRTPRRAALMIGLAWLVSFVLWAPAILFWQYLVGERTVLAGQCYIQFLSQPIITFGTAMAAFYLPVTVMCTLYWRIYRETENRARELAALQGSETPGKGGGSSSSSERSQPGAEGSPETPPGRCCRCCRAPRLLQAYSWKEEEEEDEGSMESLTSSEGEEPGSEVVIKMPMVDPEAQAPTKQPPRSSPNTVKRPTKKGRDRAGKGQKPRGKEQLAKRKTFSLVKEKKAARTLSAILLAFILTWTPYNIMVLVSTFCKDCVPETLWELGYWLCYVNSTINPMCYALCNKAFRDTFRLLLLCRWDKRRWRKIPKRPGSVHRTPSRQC
CHRM5 PAM – human M5 muscarinic receptor positive allosteric modulators, primary screen, CHO-K1 cells, Fluo-8 calcium fluorescence | CHO-K1 hM5, ACh EC20 PAM; 0% = ACh EC20, 100% = ACh EC100 | Muscarinic acetylcholine receptor M5 (Homo sapiens), P08912 | hit rate 0.3% among 360,000 | activation, % at 3 µM;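 active means activation above the run cutoff, the mean activation of all test compounds plus 3 SD, cut at about 18% in these data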
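Test system: CHO-K1 hM5 cells / Doses: single-point, 3 µM nominal / Times: Post-acetylcholine fluorescence recording 140 s / Technique: Fluo-8 calcium fluorescence / Measure: Max/basal fluorescence ratio as % of EC20–EC100 ACh window / Benchmarks: low control EC20 acetylcholine (0%), high control EC100 acetylcholine (100%) / Replicates: one well per compound, no replicates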
CHRM4 antagonist – human M4 muscarinic receptor antagonists, primary screen, CHO cells, Fluo-8 calcium fluorescence. CHO-hM4 cells, ACh EC80. inhibition, % at 3 µM. hit rate 0.73% among 360,000;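 active means inhibition above its plate's cutoff, the mean inhibition of sample wells plus 3 SD, cut at about 27% in these data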;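 further: 0% = acetylcholine EC80 with DMSO and 100% = DMSO without agonist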
CRFBP-R2 block – antagonists of CRF-BP/CRF-R2 complex, primary screen, cell-based, HEK293, calcium dye fluorescence, uHTS; CRF-induced calcium fluorescence; hit rate 0.59% among 350,000; AID 588475, 2011; inhibition, % at 11.8 µM;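 active means inhibition of the ligand-induced calcium signal above about 50% at the single tested concentration, limit read from the data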
M5 ag – human M5 muscarinic receptor agonists, primary screen, CHO-K1 cells, Fluo-8 calcium fluorescence; CHO-K1 hM5 cells; 0% DMSO wells, 100% maximal acetylcholine response; activation, % at 3 µM; hit rate 0.19% among 360,000;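 active means activation above the run's mean over test compounds plus 3 SD, cut at about 23% in these data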;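 further: signal is peak over basal fluorescence ratio across the kinetic read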
M4 PAM – human M4 muscarinic receptor positive allosteric modulators, primary screen, CHO-K1 cells, Fluo-8 calcium fluorescence. hit rate 0.4% among 360,000. CHO-K1 hM4/Gqi5, ACh EC20; 0% = ACh EC20, 100% = maximal ACh. activation, % at 3 µM. Muscarinic acetylcholine receptor M4 (Homo sapiens), P08173;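 active means activation above its plate's cutoff, the mean activation of sample wells plus 3 SD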; further: some results filed as inactive read as strong as hits
CRFR2-BP ag – agonists of CRF-BP/CRF-R2 complex, primary screen, cell-based, HEK293, calcium dye fluorescence, uHTS; CRF-binding protein / CRF receptor 2 complex (human); calcium dye fluorescence (FLIPR); percent of saturating CRF peptide response; activation, % at 13.2 µM; hit rate 0.46% among 350,000;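 active means activation of at least 50%, plus an integration ratio under a set limit after plate pattern correction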;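 further: plate controls were neutral control wells without compound for no effect and CRF at EC100 for full effect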
Numbers without * were called inactive; nt = no result given.

entry	CHRM5 antagonist	CHRM4 agonist	CHRM1 PAM	CHRM5 PAM	CHRM4 antagonist	CRFBP-R2 block	M5 ag	M4 PAM	CRFR2-BP ag	molecule
1	-3	1	1	1	3	0	-2	0	-0.3	CC1(C)CC(=O)C(C=NCCCN2CCOCC2)=C(O)C1
2	5	1	5	-2	-14	5	-3	5	-1.0	CCOc1ccccc1C(C(=O)NC1CCCC1)N(C(=O)c1csnn1)C1CC1 (configuration not stated)
3	4	0	8	1	2	14	-3	-4	1.2	NC(=O)CN1C(=O)/C(=c2\sc3nc(=O)c(Cc4ccccc4)nn3c2=O)c2ccccc21
4	7	1	11	11	0	7	-1	4	0.9	O=C(O)c1ccccc1Cc1ccc2c(c1)CCCC2
5	1	2	8	4	-1	5	3	4	0.0	O=C(CC1SC(N2CCOCC2)=NC1=O)Nc1ccc(Cl)cc1 (configuration not stated)
6	-7	0	6	6	0	11	-1	4	-1.2	NC(=O)C1CCN(C(=O)C(=O)c2cn(CC(=O)N3CCCC3)c3ccccc23)CC1
7	-2	0	3	1	-1	5	-2	10	1.0	O=C(c1cccc(F)c1)N1CCN(C(=O)C2CC2)CC1
8	-1	-1	3	-6	7	-20	-1	-3	3.7	COC(=O)c1sc(-c2ccccc2)cc1NC(=O)C1CC1
9	24	0	-16	-26	-7	23	-12	0	-0.2	COc1cccc(NC(=O)C(NCC(C)(C)CN(C)C)c2ccccc2)c1 (configuration not stated)
10	18	14	-6	-16	12	10	2	-6	-1.9	CN(C(=O)c1cccn(Cc2ccccc2)c1=O)c1ccccc1
11	7	2	-4	-4	4	-16	1	-1	1.5	Cn1cc(/C=C(\NC(=O)c2ccccc2)C(=O)N2CCOCC2)c2ccccc21
12	9	12	1	-10	-4	-13	2	-8	-0.8	COc1ccc(N(CC(=O)NCc2ccccc2Cl)S(=O)(=O)c2c(C)noc2C)cc1
13	6	5	4	9	-1	-3	1	7	1.0	OCC[C@@H]1C[C@@H](O)[C@H](O)[C@]2(CCc3ccccc3O2)O1
14	4	1	1	3	0	21	0	-3	-2.1	COc1cc(CN2CCN(C(=O)CC(C)C)CC2)c([N+](=O)[O-])cc1OC
15	7	0	6	-3	-14	5	2	-2	0.1	O=C(O)COc1ccc(Br)cc1CP(=O)(c1ccccc1)c1ccccc1

Results in M4 PAM, for some of the entries so far:
| nr | structure | M4 PAM |
| --- | --- | --- |
| 6 | NC(=O)C1CCN(C(=O)C(=O)c2cn(CC(=O)N3CCCC3)c3ccccc23)CC1 | 4 |
| 5 | O=C(CC1SC(N2CCOCC2)=NC1=O)Nc1ccc(Cl)cc1 (configuration not stated) | 4 |
| 12 | COc1ccc(N(CC(=O)NCc2ccccc2Cl)S(=O)(=O)c2c(C)noc2C)cc1 | -8 |
| 4 | O=C(O)c1ccccc1Cc1ccc2c(c1)CCCC2 | 4 |

Going on with the list.
entry	CHRM5 antagonist	CHRM4 agonist	CHRM1 PAM	CHRM5 PAM	CHRM4 antagonist	CRFBP-R2 block	M5 ag	M4 PAM	CRFR2-BP ag	molecule
16	-10	1	6	-2	0	-11	-1	0	2.7	COc1ccc(C2C(C#N)=C(N)Oc3cc(O)ccc32)cc1OC (configuration not stated)
17	1	-2	nt	-4	-8	nt	-4	2	nt	CCOC(=O)[C@]12CCCC=C1N(Cc1ccc(Cl)cc1Cl)C(=O)[C@H](CC(=O)NCCC(C)C)C2
18	-1	1	11	2	2	6	-2	-2	-0.3	CC(=O)Nc1ccc(NCN2C(=O)[C@@H]3[C@H]4CC[C@H](C4)[C@@H]3C2=O)cc1
19	1	2	4	4	-10	4	-8	-1	6.5	COc1ccc(N(C)C2=NS(=O)(=O)c3ccccc32)cc1
20	-9	12	nt	-2	-15	nt	1	4	nt	CC(C)(C)NC(=O)C(c1ccncc1)n1c(-c2ccc(C(F)(F)F)cc2)nc2ccccc21 (configuration not stated)
21	-6	2	2	-4	-7	6	-4	-2	-1.4	COCCn1c(SCC(=O)N2CCC(C)CC2)nc2c([nH]c3ccccc32)c1=O
22	15	1	1	-5	5	-1	1	0	1.7	OCC[C@H]1C[C@H](O)[C@@H](O)[C@]2(OCCc3ccccc32)O1
23	3	3	5	-4	-3	11	-5	-6	-0.7	C(=C\c1ccccc1)/CSc1nnc(-c2ccccn2)n1Cc1ccco1
24	-4	-1	2	3	8	4	0	11	-0.1	CC1(C)Cc2c(c(-c3ccccc3Cl)[nH]c(=O)c2C#N)CO1
25	-4	2	nt	11	-11	nt	1	6	nt	CSCCC(C(=O)NCc1ccccc1)n1c(C2CCN(C(C)=O)CC2)nc2ccccc21 (configuration not stated)
26	10	15	-10	-15	5	1	6	-6	-1.2	COc1ccc(S(=O)(=O)N2Cc3ccccc3CC2C(=O)Nc2ccc(O)cc2)cc1OC (configuration not stated)
27	-2	1	5	-1	-12	13	2	1	-0.6	CC/C(=C/c1ccccc1)c1cccc2[nH]c3c(OC)cccc3c12
28	3	0	9	1	-20	-5	-2	9	0.9	CCOc1cc2c(cc1OCC)C(c1ccc(C(=O)O)cc1)NCC2 (configuration not stated)
29	13	8	2	-8	31*	-5	-1	-28	-0.2	COc1ccc(CCN(Cc2cc3cccc(C)c3[nH]c2=O)C(=O)NC2CCCCC2)cc1OC
30	-3	4	8	-2	0	-30	0	8	2.1	CCCCC(=O)Nc1cccc(-c2nc3ncccc3o2)c1

Three compounds out of the list above, ordered by the value under CHRM4 agonist, ascending.
| item | Compound | CHRM5 antagonist | CHRM4 agonist | CHRM1 PAM | CHRM5 PAM | CHRM4 antagonist | CRFBP-R2 block | M5 ag | M4 PAM | CRFR2-BP ag |
| --- | --- | --- | --- | --- | --- | --- | --- | --- | --- | --- |
| 24 | CC1(C)Cc2c(c(-c3ccccc3Cl)[nH]c(=O)c2C#N)CO1 | -4 | -1 | 2 | 3 | 8 | 4 | 0 | 11 | -0.1 |
| 27 | CC/C(=C/c1ccccc1)c1cccc2[nH]c3c(OC)cccc3c12 | -2 | 1 | 5 | -1 | -12 | 13 | 2 | 1 | -0.6 |
| 29 | COc1ccc(CCN(Cc2cc3cccc(C)c3[nH]c2=O)C(=O)NC2CCCCC2)cc1OC | 13 | 8 | 2 | -8 | 31* | -5 | -1 | -28 | -0.2 |

(continued)
entry	CHRM5 antagonist	CHRM4 agonist	CHRM1 PAM	CHRM5 PAM	CHRM4 antagonist	CRFBP-R2 block	M5 ag	M4 PAM	CRFR2-BP ag	molecule
31	6	0	2	-6	-4	8	-3	-2	5.5	CC(=O)Nc1ccc(S(=O)(=O)N2CCN(C(=O)c3ccco3)CC2)cc1
32	0	0	1	2	5	7	-1	1	-0.5	Cc1ccc(NC(=O)CSc2nnc(C)c(=O)n2N)c(C)c1
33	5	1	0	1	-6	-4	4	1	-0.4	Cc1cc(C(F)(F)F)nc(SCC(=O)NC2=NC(=O)C(C)S2)n1 (configuration not stated)
34	7	0	5	-1	6	-18	0	-2	11	CCC(c1nnnn1CCc1ccccc1)N(Cc1ccco1)Cc1cc2c(C)ccc(C)c2[nH]c1=O (configuration not stated)
35	6	0	9	-4	12	13	-2	0	1.2	O=C(CCCn1c(=S)[nH]c2ccccc2c1=O)N1CCN(c2cccc(Cl)c2)CC1
36	-10	2	11	3	-7	11	-5	11	0.8	Cc1ccc(CNC(=O)CO/N=C/c2ccc3c(c2)OCO3)cc1
37	9	3	6	-1	-5	1	1	5	0.5	CCN(CC(=O)Nc1c(F)cccc1F)C(=O)c1cccc(-n2cccc2)c1
38	-16	0	2	5	-8	-2	-4	2	-0.8	CN(C)CCCNC(=O)CCc1ncc(C(F)(F)F)cc1Cl
39	13	5	6	-15	4	18	-2	-13	8.0	N#Cc1c(SCC(=O)OCc2ccccc2)nsc1SCC(=O)OCc1ccccc1
40	5	1	3	-7	-3	-27	3	-2	-2.8	CCOC(=O)C1(C(N)=O)OC1(c1ccc(Cl)cc1)c1ccccc1Cl (configuration not stated)
41	6	4	12	0	11	-9	1	11	2.8	Cn1c(C(=O)N2CCc3ccccc3C2)cc2c(=O)n3ccccc3nc21
42	2	1	8	2	-2	18	-1	2	-1.4	Cc1ccc(NC(=O)C(=O)NCc2ccncc2)cc1
43	-4	-1	8	-2	-12	10	-6	13	0.3	CCOC(=O)C1CCCN(S(=O)(=O)c2c(C)c(C)cc(C)c2C)C1 (configuration not stated)
44	5	0	-1	-2	5	3	-3	-2	4.3	COc1cccc(CNC(=O)CSCC(=O)Nc2ccc(C)cc2)c1
45	2	1	3	2	-11	6	4	2	0.8	CC(OC(=O)CCOc1ccccc1)C(=O)NC1CC1 (configuration not stated)
46	-2	0	16	9	1	4	0	8	-3.4	COc1ccc(-n2cc(-c3ccc(Cl)cc3)[nH]c2=S)cc1
47	-6	1	-1	5	-5	20	-5	1	-1.0	O=C1CSC(c2cccc(F)c2)N1c1ccc(O)cc1 (configuration not stated)
48	3	0	17	1	0	-7	1	17	-1.4	CCCn1c(C)nc2c(c1=O)c1nc3ccccc3nc1n2-c1ccccc1
49	0	1	7	6	6	-8	0	0	0.5	Cc1ccc(-c2noc(CSc3nnc(-c4cccs4)n3C)n2)cc1
50	1	5	6	-4	-3	3	4	-2	-0.8	Cc1nc(NC(=O)c2oc3ccccc3c2C)sc1C(=O)N(C)C
51	11	2	-2	-5	6	5	0	-9	1.7	Oc1cccc(/C=N/Nc2cc(N3CCOCC3)nc(N3CCOCC3)n2)c1
52	3	2	-3	-6	-6	-15	0	3	2.4	Cc1nc(N/N=C/c2cccc([N+](=O)[O-])c2)cc(N2CCCCC2)n1
53	2	0	3	7	3	20	-2	0	-1.2	O=C(O)C1C2C=CC(C2)C1C(=O)OCc1ccccc1 (configuration not stated)
54	-2	0	2	4	-2	nt	2	-3	nt	Cc1ccc(NC(=O)[C@H](Cc2ccccc2)NC(=O)CC[C@H]2O[C@@H](n3ccc(=O)[nH]c3=O)[C@H](O)[C@@H]2O)cc1C
55	1	4	2	-5	-24	0	-4	-4	-0.2	O=C(CCc1ccccc1O)NC1CCCc2ccccc21 (configuration not stated)
56	-6	4	0	3	-3	10	4	-6	-1.0	CC(C)=C1C2C=CC1C1C(=O)N(c3ccc4c(c3)OCO4)C(=O)C21 (configuration not stated)
57	-3	6	0	0	-6	-14	-1	2	2.6	CC(C)c1c(C(=O)N/N=C/c2cccc3ccccc23)nnn1-c1nonc1N
